CXXC DNA block: MLL CXXC-DNA interaction inhibition; Q03164; MLL-CXXC / FITC-HOXA9 DNA fluorescence polarization; Potency, µM (series often up to 115 µM), for the others: at the top dose activity change, negative = inhibition, most hits filed as inhibitors; 290,000 compounds, 0.037% hits; active means well fitted inhibition curve with a large enough effect in the polarisation, with a control signal flat, not every such curve was filed as active; inconclusive means small, poorly fitted or top-dose-only effect, or effect the other way, or a change in a side signal; inactive means no such curve, though single readings can be large or run the other way; the % refers to the polarisation; further: potency means the concentration at half of the fitted maximal effect
Target sequence (Q03164 whole entry, looked up): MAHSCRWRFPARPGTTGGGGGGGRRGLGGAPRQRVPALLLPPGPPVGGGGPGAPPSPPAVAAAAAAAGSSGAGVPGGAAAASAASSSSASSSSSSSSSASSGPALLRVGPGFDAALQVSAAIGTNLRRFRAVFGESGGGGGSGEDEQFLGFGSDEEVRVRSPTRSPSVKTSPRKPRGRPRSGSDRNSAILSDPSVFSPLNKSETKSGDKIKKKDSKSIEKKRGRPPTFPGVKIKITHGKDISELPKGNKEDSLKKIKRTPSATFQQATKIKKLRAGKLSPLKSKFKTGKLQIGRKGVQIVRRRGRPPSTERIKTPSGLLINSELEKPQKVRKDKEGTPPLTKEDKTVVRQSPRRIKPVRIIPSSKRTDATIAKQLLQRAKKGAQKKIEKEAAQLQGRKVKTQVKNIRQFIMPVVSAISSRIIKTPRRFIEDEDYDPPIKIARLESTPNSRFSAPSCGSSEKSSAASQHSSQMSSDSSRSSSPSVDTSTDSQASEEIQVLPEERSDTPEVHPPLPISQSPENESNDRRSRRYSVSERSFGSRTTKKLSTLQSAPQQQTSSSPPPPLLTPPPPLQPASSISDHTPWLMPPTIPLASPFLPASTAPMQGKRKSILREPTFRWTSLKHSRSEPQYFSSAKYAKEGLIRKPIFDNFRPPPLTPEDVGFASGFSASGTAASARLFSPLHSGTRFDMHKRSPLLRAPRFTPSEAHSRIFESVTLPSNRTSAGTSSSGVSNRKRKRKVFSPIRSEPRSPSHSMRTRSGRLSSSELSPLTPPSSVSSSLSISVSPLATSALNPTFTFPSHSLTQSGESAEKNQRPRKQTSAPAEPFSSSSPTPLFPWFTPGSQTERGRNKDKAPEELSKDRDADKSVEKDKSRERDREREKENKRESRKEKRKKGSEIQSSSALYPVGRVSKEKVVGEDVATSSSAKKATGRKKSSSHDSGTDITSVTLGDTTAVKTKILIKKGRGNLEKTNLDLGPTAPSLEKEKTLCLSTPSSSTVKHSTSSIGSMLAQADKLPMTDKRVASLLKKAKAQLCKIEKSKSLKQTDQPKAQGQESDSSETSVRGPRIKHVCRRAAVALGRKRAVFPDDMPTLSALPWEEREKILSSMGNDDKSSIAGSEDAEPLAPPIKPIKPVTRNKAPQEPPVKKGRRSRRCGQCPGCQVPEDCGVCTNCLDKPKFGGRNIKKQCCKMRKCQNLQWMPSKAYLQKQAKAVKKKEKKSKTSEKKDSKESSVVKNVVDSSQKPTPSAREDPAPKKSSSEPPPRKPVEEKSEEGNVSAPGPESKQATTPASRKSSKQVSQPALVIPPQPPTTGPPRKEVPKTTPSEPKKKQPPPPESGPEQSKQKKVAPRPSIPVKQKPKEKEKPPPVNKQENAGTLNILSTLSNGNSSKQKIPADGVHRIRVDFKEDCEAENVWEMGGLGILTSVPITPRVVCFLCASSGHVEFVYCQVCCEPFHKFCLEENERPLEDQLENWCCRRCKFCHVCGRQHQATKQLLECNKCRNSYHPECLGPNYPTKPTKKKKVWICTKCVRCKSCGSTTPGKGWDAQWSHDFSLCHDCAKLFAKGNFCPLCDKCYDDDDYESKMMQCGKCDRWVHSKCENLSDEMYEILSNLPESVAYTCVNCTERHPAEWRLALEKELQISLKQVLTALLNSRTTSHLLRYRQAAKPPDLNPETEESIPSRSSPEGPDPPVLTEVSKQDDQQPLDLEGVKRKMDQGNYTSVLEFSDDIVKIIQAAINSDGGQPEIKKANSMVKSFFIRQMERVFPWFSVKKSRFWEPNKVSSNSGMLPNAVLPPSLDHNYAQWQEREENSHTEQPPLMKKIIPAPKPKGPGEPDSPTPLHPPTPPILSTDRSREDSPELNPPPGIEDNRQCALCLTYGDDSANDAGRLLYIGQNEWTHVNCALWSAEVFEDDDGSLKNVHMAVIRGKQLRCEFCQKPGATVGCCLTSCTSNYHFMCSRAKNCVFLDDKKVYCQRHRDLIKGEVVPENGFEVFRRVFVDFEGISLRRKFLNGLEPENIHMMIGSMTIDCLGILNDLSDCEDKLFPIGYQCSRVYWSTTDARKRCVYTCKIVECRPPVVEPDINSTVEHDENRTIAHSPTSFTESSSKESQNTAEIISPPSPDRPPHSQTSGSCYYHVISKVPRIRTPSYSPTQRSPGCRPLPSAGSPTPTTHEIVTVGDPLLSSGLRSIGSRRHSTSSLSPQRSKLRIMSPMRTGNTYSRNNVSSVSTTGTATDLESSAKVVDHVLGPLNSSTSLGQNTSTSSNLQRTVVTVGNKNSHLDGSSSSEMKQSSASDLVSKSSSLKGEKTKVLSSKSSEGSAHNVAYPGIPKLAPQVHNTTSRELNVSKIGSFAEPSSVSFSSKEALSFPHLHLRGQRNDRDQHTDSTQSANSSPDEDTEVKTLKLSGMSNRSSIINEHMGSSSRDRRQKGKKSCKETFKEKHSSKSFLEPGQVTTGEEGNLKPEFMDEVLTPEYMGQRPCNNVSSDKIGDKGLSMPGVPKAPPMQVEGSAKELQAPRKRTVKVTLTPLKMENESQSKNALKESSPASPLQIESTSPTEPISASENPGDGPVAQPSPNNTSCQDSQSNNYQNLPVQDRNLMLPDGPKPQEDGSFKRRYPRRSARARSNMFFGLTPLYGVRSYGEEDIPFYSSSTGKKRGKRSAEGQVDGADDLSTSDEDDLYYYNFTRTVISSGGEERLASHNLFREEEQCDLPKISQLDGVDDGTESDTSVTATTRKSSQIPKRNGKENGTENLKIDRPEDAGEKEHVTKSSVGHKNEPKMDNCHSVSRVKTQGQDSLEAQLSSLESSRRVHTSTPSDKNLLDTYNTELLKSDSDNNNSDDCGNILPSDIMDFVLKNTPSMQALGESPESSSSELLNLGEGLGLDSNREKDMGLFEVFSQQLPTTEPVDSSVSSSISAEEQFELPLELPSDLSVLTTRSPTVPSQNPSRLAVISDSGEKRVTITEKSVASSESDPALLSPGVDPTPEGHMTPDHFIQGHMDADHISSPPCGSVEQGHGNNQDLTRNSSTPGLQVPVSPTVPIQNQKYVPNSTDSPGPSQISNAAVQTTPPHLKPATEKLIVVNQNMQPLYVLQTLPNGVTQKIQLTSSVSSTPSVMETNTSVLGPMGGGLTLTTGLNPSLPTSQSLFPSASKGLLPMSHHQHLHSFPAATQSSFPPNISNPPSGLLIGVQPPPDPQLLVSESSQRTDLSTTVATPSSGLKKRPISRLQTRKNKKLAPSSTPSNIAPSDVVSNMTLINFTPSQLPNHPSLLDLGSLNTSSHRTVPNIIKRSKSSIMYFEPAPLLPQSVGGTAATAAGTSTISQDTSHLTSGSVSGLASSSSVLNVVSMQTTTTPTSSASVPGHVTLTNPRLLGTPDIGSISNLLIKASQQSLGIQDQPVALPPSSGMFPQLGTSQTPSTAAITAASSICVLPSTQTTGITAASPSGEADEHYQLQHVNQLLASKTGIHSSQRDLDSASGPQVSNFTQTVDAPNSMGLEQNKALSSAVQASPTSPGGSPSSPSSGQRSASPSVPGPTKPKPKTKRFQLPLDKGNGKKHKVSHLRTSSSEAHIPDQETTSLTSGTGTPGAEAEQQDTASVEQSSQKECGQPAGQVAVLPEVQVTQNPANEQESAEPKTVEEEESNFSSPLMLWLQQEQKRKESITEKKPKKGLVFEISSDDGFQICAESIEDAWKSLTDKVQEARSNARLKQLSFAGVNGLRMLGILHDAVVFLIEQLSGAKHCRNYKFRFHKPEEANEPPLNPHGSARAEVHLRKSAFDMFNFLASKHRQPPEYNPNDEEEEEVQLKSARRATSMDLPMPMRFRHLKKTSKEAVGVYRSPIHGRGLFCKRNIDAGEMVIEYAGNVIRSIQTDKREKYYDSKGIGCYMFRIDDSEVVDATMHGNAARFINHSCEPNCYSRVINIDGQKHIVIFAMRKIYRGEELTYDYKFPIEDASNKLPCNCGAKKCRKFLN
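Steps: dispense CXXC domain solution (7 uM) → pin compounds or unlabeled HOX-A9 DNA control → 5 min ambient → add FLSN-HOX-A9 solution (50 nM) → spin → 30 min ambient → fluorescence polarization. Tris pH 7.5/NaCl/DTT/BSA buffer.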
ELG1 repair inh: inhibitors of ELG1-dependent DNA repair in HEK293T cells; HEK293T ELG1-luciferase reporter, luminescence, 16 h; DNA damage induced by 5-fluorouridine; Potency, µM (highest dose often 46.1 µM), for inactives: at the top dose activity change, negative = inhibition, most hits filed as inhibitors; 330,000 compounds, 2.3% hits; AID 504467; further: potency means the concentration at half of the fitted maximal effect; on the % scale 0 is the no-effect control and ±100 the full control effect; nearly all actives have a fitted effect of over 55% in size
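5-Fluorouridine DNA damage + compound/DMSO, 2,000 cells/well, 16 h, 37 °C/5% CO2. ONE-Glo, 30 min RT, luminescence. Readout = decrease in reporter signal.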
B2AR arrestin: beta2AR (human) beta-arrestin recruitment activity; P07550; beta-arrestin recruitment to beta2AR, cell-based reporter; Potency, µM (highest dose often 46.1 µM), inactives show at the highest dose activation, hits mostly activators; 330,000 compounds, 0.02% hits; AID 492947;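 further: potency means the concentration at half of the fitted maximal effect; 0% = DMSO controls and full agonism = EC100 isoproterenol or metaproterenol; nearly all actives have a fitted effect of over 65% in size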
AT treatment: potential ataxia-telangiectasia treatments restoring KAP-1 phosphorylation | AID 485349 | Potency, µM (titrated, usually from 57.5 µM), for inactives: top-dose activation, hits mostly activators | 320,000 compounds, 0.19% hits | […] A-T fibroblasts, KAP-1 phosphorylation AlphaLISA; neocarzinostatin DNA damage 30 min before lysis; further: potency means the concentration at half of the fitted maximal effect; % of control where 0% means no effect; nearly all actives have a fitted effect of over 45% in size
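hTERT-immortalized A-T patient fibroblasts ([…]), 500 cells/well in OPTI-MEM, 1% FBS, got compounds for 60 min, then NCS for 30 min at 37C. Lysates were then assayed for phospho-KAP-1 by AlphaLISA (anti-pKAP1 donor, anti-KAP1 acceptor beads), 6 hr at 25C.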
TCR act: activates T cell receptor signaling; primary human leukocytes, anti-CD3, IL-2 HTRF, 48 h; Potency, µM (titrated, usually from 9.22 µM), inactives show top-dose activation of IL-2 secretion, usual class: activators; 330,000 tested, under 10 active; AID 504894; further: % of control where 0% means no effect
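Readout: HTRF IL-2, Eu-cryptate/d2 antibody pair, 320nm excitation, 665nm emission. Stimulus: a-CD3 beads, no co-stimulation. Cells: primary human leukocytes. Exposure: 48 hr with compound.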
p53 reactivator: restores transcriptional activity of mutant p53. H1299 p53-A138V BP100-luciferase reporter, luminescence, 24 h. Potency, µM (highest dose often 92.2 µM), inactives show at the highest dose activity change, positive = activation, actives largely listed as activators. 320,000 compounds, 0.063% hits. AID 504706; further: potency means the concentration at half of the fitted maximal effect; % of control where 0% means no effect; nearly all actives have a fitted effect of over 45% in size
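H1299 (p53-null), stable ts p53-A138V + BP100-Luc; 1000 cells/well, Opti-MEM/10% FBS; cpd 4 pt, 1:5; 24 h, 37 deg C, 5% CO2; detection reagent 10 min RT; luminescence.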
TRPV1 agonist: human TRPV1 agonism | activation, % at 8.33 µM | AID 540275 | TRPV1-expressing cells, Fluo-8 calcium influx, agonist mode | 320,000 compounds, 0.19% hits; in the data active means activation above about 80%; inconclusive means between about 30% and that limit; further: 0% is about no effect
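TRPV1-expressing cells were cultured overnight at 35.5C and loaded with Fluo-8 calcium dye for 40 to 90 min at room temperature. After a 10 s baseline, compound was added and calcium influx was read kinetically for 3 min (ex 480/em 520 nm).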
BRCA1 expr up: BRCA1 expression activation; MCF7-BRCA1-FFLuc reporter, luminescence, 48 h; response scale: scaled: vehicle 0%, 10 µM genistein 100%; Potency, µM (titrated, usually from 46.1 µM), for inactives: top-dose activation, actives largely listed as activators; 380,000 compounds, 1.1% hits; AID 624202; further: potency means the concentration at half of the fitted maximal effect; nearly all actives have a fitted effect of over 80% in size; some results filed as inactive show a strong effect at the top dose
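Quantitative HTS in MCF7 cells stably reporting BRCA1 expression via firefly luciferase. Compound treatment lasts 48 h at 37 °C in phenol-red free MEM. Activation is expressed relative to genistein at 10 microM and DMSO.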
Integrin act MD: integrin-mediated muscular dystrophy alleviation activation; alpha7betagal myoblasts, beta-gal FDG fluorescence, 48 h; Potency, µM (top dose mostly 38.3 µM), inactives show at the highest dose activation, usual class: activators; 350,000 compounds, 0.064% hits; AID 624291;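 further: potency means the concentration at half of the fitted maximal effect; 100% = response of the positive control SU9516; nearly all actives have a fitted effect of over 60% in size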
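alpha7betagal+/- myoblasts (passage 13, 250/well) treated 48 h at 37C with compounds at 1:260 dilution of DMSO stock. Lysed, then beta-galactosidase activity read as FDG fluorescence (ex 480/em 540) after 30 min, with pre-read for autofluorescence.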
PTAP TSG101 blk: blocks PTAP/TSG101 interaction to inhibit HIV-1 budding; Q99816; Fluorescence polarization, FITC-PTAP peptide / Tsg101 binding; Potency, µM (series often up to 115 µM), without a hit: at the top dose activity change, negative = inhibition, usual class: inhibitors; 340,000 tested, under 10 active; active means well fitted inhibition curve with a large enough effect in the main read-out, with a control signal flat, not every such curve was filed as active; inconclusive means small, poorly fitted or top-dose-only effect, or effect the other way, or a change in a side signal; inactive means no such curve, though single readings can be large or run the other way; further: potency means the concentration at half of the fitted maximal effect; % of control where 0% means no effect
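FP read-out: FITC-PTAP peptide, 50 nM final, binding Tsg101 binding domain, 10 uM final; 20 min, r.t.; 10 mM HEPES pH 7.5, 0.15 M NaCl, 0.01% Tween 20, 3 mM EDTA, 0.1 mM TCEP.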
Starred values were filed as active, the others as inactive; ? = inconclusive; / = not tested or not shown; [ ] = dose if it differs, or a comment. Unless noted, the call rests on the fitted dose curve; in most records, active means well fitted curve in the direction sought with a large enough effect; inconclusive means small, poorly fitted or top-dose-only effect, or another doubt; inactive means no such curve, though single readings can be large; an effect the other way counts as inactive or inconclusive. This is a random part of the collection, and some 3.8% of all compounds hit somewhere here.

1. CCn1c(SCC(=O)NC(C)c2ccccc2)nc2ccccc21 (centres undefined)
2. CCn1c(SCC(=O)N(C)c2ccccc2)nc2c([nH]c3ccccc32)c1=O
3. Nc1ccc2nn(-c3ccccc3)nc2c1
4. CC(C)c1ccc(NC(=O)NN2CCOCC2)cc1
5. Cc1ccnc(NC(=O)CCCOc2ccc(Cl)cc2C)c1
6. Cc1cnc(CN(C)C(=O)c2cc(COc3c(F)cccc3F)on2)[nH]1
Screen / compound no.	1	2	3	4	5	6
CXXC DNA block	5%	4%	-3%	-1%	-3%	3%
ELG1 repair inh	-5%	0%	?	?	-1%	-11%
B2AR arrestin	0.2%	-0.6%	2.8%	-0.5%	0.2%	-1.1%
AT treatment	10%	-2%	30%	5%	-2%	-2%
TCR act	6%	2%	-4%	0%	/	-11%
p53 reactivator	0%	-4%	15%	21%	2%	0%
TRPV1 agonist	2	14	0	-3	8	0
BRCA1 expr up	0%	-27%	-10%	?	/	-7%
Integrin act MD	25%	5%	5%	0%	/	-2%
PTAP TSG101 blk	3%	-1%	3%	-4%	/	1%

Part of the list above, in markdown:
| entry | smiles | CXXC DNA block | ELG1 repair inh | B2AR arrestin | AT treatment | TCR act | p53 reactivator | TRPV1 agonist | BRCA1 expr up | Integrin act MD | PTAP TSG101 blk |
| --- | --- | --- | --- | --- | --- | --- | --- | --- | --- | --- | --- |
| 1 | CCn1c(SCC(=O)NC(C)c2ccccc2)nc2ccccc21 (centres undefined) | 5% | -5% | 0.2% | 10% | 6% | 0% | 2 | 0% | 25% | 3% |
| 2 | CCn1c(SCC(=O)N(C)c2ccccc2)nc2c([nH]c3ccccc32)c1=O | 4% | 0% | -0.6% | -2% | 2% | -4% | 14 | -27% | 5% | -1% |

New compounds follow:
7. C=CCn1c(N)c(C(=O)NC2CCCCC2)sc1=S
8. CCCC(=O)Nc1ccc(C(=O)NN=C(C2CC2)C2CC2)cc1
9. COCCCN1C(=O)C(=O)/C(=C(/O)c2ccc(S(=O)(=O)N3CCOCC3)cc2)C1c1ccc(C(C)C)cc1 (centres undefined)
10. Cc1ccc(C(=O)Cn2nc(C)c([N+](=O)[O-])c2C)c(C)c1
11. CCOCCn1c(CCCO)nc2ccccc21
12. Cn1nnnc1SCC(=O)N1CCN(S(=O)(=O)c2ccccc2)CC1
Screen / compound no.	7	8	9	10	11	12
CXXC DNA block	3%	-3%	2%	-8%	-5%	1%
ELG1 repair inh	11%	-7%	?	?	-3%	-4%
B2AR arrestin	0.0%	-0.2%	-0.1%	0.3%	-0.5%	0.0%
AT treatment	0%	13%	-5%	11%	4%	2%
TCR act	-1%	0%[46.1 µM]	-7%	1%	2%	0%
p53 reactivator	5%	-4%	4%	1%	1%	-2%
TRPV1 agonist	5	?	2	1	-2	-1
BRCA1 expr up	11%	-17%	3%	39%	-8%	-5%
Integrin act MD	-2%	4%	8%	5%	-8%	0%
PTAP TSG101 blk	2%	0%	-2%	-1%	-6%	0%

13. Cc1oncc1C(=O)N1CCCC(CO)(Cc2ccc(F)cc2F)C1 (centres undefined)
14. CC(C)OC(=O)c1cc2c(ccn2C)n1CC(=O)N(Cc1ccccc1)c1ccc(F)cc1
15. COc1cccc(NC(=O)CNC(=O)c2ccccc2)c1
16. O=C(NCc1ccco1)c1ccccc1O
17. O=C1CN(c2nc(-c3ccccc3)c3ccccc3n2)c2ccccc2N1
18. O=C(NN=Cc1cc(Br)c(O)c(Br)c1)c1ccccc1NS(=O)(=O)c1cccs1
Screen / compound no.	13	14	15	16	17	18
CXXC DNA block	12%	1%	9%	8%	?	/
ELG1 repair inh	?	8%	?	-1%	?	6%
B2AR arrestin	0.3%	2.7%	-0.3%	-0.2%	0.2%	-0.4%
AT treatment	13%	2%	9%	-17%	-2%	44%
TCR act	-3%	-2%[46.1 µM]	-8%	/	-1%[46.1 µM]	5%
p53 reactivator	?	7%	?	/	2%	4%
TRPV1 agonist	-3	-6	-8	-3	8	/
BRCA1 expr up	27%	-81%	?	-3%	-47%	-9%
Integrin act MD	3%	0%	3%	0%	11%	3%
PTAP TSG101 blk	-4%	-3%	-4%	-2%	0%	-4%

19. CN(C(=O)CSc1nc2cc([N+](=O)[O-])ccc2n1-c1ccc(F)cc1)C1CCS(=O)(=O)C1 (centres undefined)
20. CCCCN(C(=O)c1cccc(C)c1)c1c(N)n(CCC)c(=O)[nH]c1=O
21. Cc1cc(C)c2oc(-c3ccc(Cl)c(NC(=O)c4ccc(C#N)cc4F)c3)nc2c1
22. CC(=O)NC(CCS(C)(=O)=O)C(=O)Nc1ccccc1Cl (centres undefined)
23. O=c1oc2ccccc2n1CCc1ccccc1
24. O=C(NC1CCCN(CCc2ccccc2)C1)c1c(F)cccc1F (centres undefined)
Screen / compound no.	19	20	21	22	23	24
CXXC DNA block	20%	?	16%	3%	2%	-1%
ELG1 repair inh	-4%	14%	?	1%	22%	16%
B2AR arrestin	0.2%	0.0%	-0.1%	-0.3%	-1.2%	0.0%
AT treatment	-9%	7%	-11%	0%	-1%	0%
TCR act	0%[46.1 µM]	-2%	3%	1%	-4%	/
p53 reactivator	-8%	0%	10%	-3%	3%	-1%
TRPV1 agonist	1	0	2	5	27	3
BRCA1 expr up	-26%	12%	-25%	14%	-40%	-5%
Integrin act MD	17%	-2%	16%	9%	17%	-20%
PTAP TSG101 blk	0%	0%	3%	-7%	-3%	-1%

25. COc1cccc(NC(=O)NNC(=O)c2ccc3c(c2)NC(=O)C(C)(C)O3)c1
26. CN(C)CC(=O)c1ccc(-c2ccccc2)cc1
27. O=C(CSc1ccccc1)N1CCCC(Nc2ccccc2)C1 (centres undefined)
28. CCOC(=O)c1sc(N)c(C(=O)Nc2ccccc2)c1C
29. Cc1ccc(NC(=S)NC(NC(=O)C(C)(C)C)C(Cl)(Cl)Cl)c(C)c1 (centres undefined)
30. COc1ccc(N(C)S(=O)(=O)c2ccc3c(c2)NC(=O)CC(=O)N3)c(OC)c1
Screen / compound no.	25	26	27	28	29	30
CXXC DNA block	-2%	-1%	0%	6%	12%	4%
ELG1 repair inh	10%	?	-1%	?	0%	0%
B2AR arrestin	-0.4%	-0.1%	-0.2%	0.1%	-0.6%	0.4%
AT treatment	11%	-10%	2%	0%	0%	3%
TCR act	-560%	2%	-7%	-7%	1%	1%
p53 reactivator	1%	10%	-2%	8%	-3%	1%
TRPV1 agonist	-2	1	?	-1	-3	1
BRCA1 expr up	-7%	-18%	13%	13µM*	-31%	-2%
Integrin act MD	-52%[inhibitor]	-4%	-8%	10%	23%	16%
PTAP TSG101 blk	4%	-2%	-2%	-9%	-4%	-7%

31. COc1ccc(OC)c(C(C)NC(=O)c2ccc(Br)cc2)c1 (centres undefined)
32. O=C(CSc1nc2ccccc2n1CC(=O)N1CCCC1)N1CCN(C(=O)c2ccco2)CC1
33. C=CCSC1=Nc2cc(OC)c(OC)cc2C2=NC(=O)CN12
34. O=C(COC(=O)[C@H](Cc1ccccc1)NC(=O)c1cccs1)Nc1c(Cl)cccc1Cl
35. Cc1ccc(S(=O)(=O)Nc2ccc(N3CCOCC3)nc2)cc1
36. COc1ccccc1CNC(=O)CCNS(=O)(=O)c1ccc2c(c1)CC(C)N2C(C)=O (centres undefined)
Screen / compound no.	31	32	33	34	35	36
CXXC DNA block	-1%	0%	-6%	14%	?	0%
ELG1 repair inh	-5%	8%	3%	16%	0%	9%
B2AR arrestin	-1.0%	-0.9%	0.5%	0.0%	0.2%	-0.1%
AT treatment	10%	8%	-2%	1%	-3%	2%
TCR act	0%[46.1 µM]	-7%[46.1 µM]	-4%	4%[46.1 µM]	3%	5%
p53 reactivator	-4%	-6%	14%	-13%	1%	-4%
TRPV1 agonist	7	-2	1	5	9	0
BRCA1 expr up	-9%	-4%	-4%	10%	-3%	-4%
Integrin act MD	4%	11%	18%	-4%	-23%	-4%
PTAP TSG101 blk	-1%	-8%	-4%	-1%	-1%	0%

37. COc1ccc2[nH]c3c(c2c1)CCN1C(=O)C(CC(=O)NCc2cccc(C(F)(F)F)c2)C[C@H](C(=O)N2CCCCC2)[C@@]31CCc1ccccc1 (some centres undefined)
38. Oc1ccc(Br)cc1C=Nc1ccc(Cl)cc1
39. O=C(/C=C/Nc1cccc(O)c1)c1ccccc1
40. COc1ccc(-n2cnc3ccccc32)cc1
Screen / compound no.	37	38	39	40
CXXC DNA block	/	17%	4%	-3%
ELG1 repair inh	-2%	?	?	8.2µM*
B2AR arrestin	-0.1%	0.0%	-0.2%	-0.1%
AT treatment	-5%	2%	0%	7%
TCR act	-6%[46.1 µM]	-2%	-3%	-3%
p53 reactivator	-11%	11%	?	4%
TRPV1 agonist	/	-1	2	4
BRCA1 expr up	-4%	-20%	54%	83%
Integrin act MD	-7%	-18%	35%	19%
PTAP TSG101 blk	1%	-3%	-1%	-5%
